# AMPAR-TARP mod: modulators of AMPA receptor GluA2-stargazin complexes | HEK293 GluA2+stargazin, membrane potential dye (FDSS), glutamate EC50; hits were called plate by plate, in both directions | 3.5% of 40,000 active | O88602+P19491 | calls only at 30 µM;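 active means any of four per-well response measures lying three or more SD from its plate-wide compound average, in either direction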
# Target sequence (O88602 whole entry, looked up): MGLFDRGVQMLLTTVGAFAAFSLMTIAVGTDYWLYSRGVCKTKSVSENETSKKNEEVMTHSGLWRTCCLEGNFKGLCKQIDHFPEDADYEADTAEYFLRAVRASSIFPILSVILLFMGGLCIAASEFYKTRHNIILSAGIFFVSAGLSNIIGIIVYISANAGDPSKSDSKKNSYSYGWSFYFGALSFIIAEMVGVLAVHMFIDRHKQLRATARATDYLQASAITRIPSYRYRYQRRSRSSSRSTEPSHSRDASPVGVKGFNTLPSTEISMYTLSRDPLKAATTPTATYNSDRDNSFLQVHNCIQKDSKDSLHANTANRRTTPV
# Target sequence (P19491 whole entry, looked up): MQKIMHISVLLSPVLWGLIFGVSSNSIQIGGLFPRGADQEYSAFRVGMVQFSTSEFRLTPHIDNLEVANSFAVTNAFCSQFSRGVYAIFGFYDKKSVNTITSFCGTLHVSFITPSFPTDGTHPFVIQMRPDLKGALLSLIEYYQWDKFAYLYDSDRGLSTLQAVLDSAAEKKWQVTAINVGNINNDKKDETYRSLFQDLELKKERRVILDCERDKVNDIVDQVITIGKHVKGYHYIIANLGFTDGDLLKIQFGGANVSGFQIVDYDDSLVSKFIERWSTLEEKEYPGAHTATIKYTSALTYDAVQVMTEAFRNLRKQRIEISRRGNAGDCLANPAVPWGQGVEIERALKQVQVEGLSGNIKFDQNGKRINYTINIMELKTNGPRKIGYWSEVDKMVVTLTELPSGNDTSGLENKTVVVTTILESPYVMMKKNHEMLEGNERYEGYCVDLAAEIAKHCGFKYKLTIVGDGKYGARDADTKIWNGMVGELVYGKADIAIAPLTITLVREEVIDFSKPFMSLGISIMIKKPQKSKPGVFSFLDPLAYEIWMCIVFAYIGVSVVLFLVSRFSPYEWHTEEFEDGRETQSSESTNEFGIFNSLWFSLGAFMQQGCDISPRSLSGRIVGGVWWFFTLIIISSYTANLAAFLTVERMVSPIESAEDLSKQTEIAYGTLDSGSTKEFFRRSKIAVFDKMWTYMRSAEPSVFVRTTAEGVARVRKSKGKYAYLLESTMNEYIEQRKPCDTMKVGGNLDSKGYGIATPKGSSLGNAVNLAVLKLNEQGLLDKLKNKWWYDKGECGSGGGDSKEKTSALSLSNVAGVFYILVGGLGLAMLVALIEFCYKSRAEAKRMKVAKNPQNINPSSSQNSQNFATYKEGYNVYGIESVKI
# AMPAR-TARP mod agonism max-min: second read-out of AMPAR-TARP mod, no call of its own (marks repeat the call); compound max-min signal; compound-alone response (agonism);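 unitless range of fluorescence divided by baseline over first 100 seconds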
# AMPAR-TARP mod glutamate slope: also measured in AMPAR-TARP mod; calls as there; glutamate slope, % of max; measured here: glutamate response slope, % max;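 scaled per plate between vehicle wells and maximal 1 mM glutamate control wells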
# Numbers without * were called inactive; i = inactive; + = active, no number; & = joins results of further samples. Only part of the results is shown; the hit share may differ from the screen's.
SMILES,AMPAR-TARP mod,AMPAR-TARP mod agonism max-min,AMPAR-TARP mod glutamate slope
COc1cn(-c2ccc(F)cc2)nc1C(=O)Nc1cc(OC)c(OC)c(OC)c1,i,0.11,57
Cc1cccc(NC(=O)c2cc3ccccc3o2)n1,i,0.1,64
COc1ccc(N2CCN(C(=O)c3cc(=O)c4ccccc4o3)CC2)nn1,i,0.065,67
Cc1cc(C)c2c(n1)nn1c(-n3ccnc3)cc(C)nc21,i,0.2,66
COCC(=O)N1CCN(c2nnc(SCC(=O)Nc3cc(C)on3)s2)CC1,i,0.1,69
COc1cc(OC)cc(C2=NC3(CCCC3)N(C(=O)c3ccc(F)cc3)C2=S)c1,i,0.15,48
O=C(Nc1ccc([N+](=O)[O-])cc1)c1ccno1,i,0.13,49
CC1=C(C(=O)OCc2ccc(C)cc2)C(c2ccc(F)cc2)NC(=O)N1 (stereo not given),i,0.086,41
O=S(=O)(c1ccc(F)cc1F)N1CCN(Cc2nnnn2-c2ccc(F)cc2)CC1,i,0.073,62
CC(=O)c1c(OC(=O)c2ccc(C)cc2)c2ccccc2n1C,i,0.034,48
N#Cc1ccccc1NC(=O)C(=O)NCC1CCN(C(=O)c2cc3ccccc3o2)CC1,i,0.11,58
CNC(=O)Cc1csc(NC(=O)c2csc(Nc3ccc(OC(F)F)cc3)n2)n1,i,0.15,60
CCc1nc(-n2cccc2)sc1C(=O)Nc1ccc(OC)c(OC)c1,i,0.13,50
O=S(=O)(c1ccc(F)cc1F)N1CCN(c2ccc(N3CCOCC3)nn2)CC1,i,0.095,46
O=C(O)c1cc2c(cc1Br)OCCO2,i,0.11,58
CCOc1nn(CC)cc1-c1nnc(SCC(=O)N(C)c2ccccc2)n1C,i,0.046,22
CC(C)NC(=O)C(=O)NCC(C)(O)c1ccc(-c2ccccc2)cc1 (stereo not given),i,0.11,43
COc1ccc(NC(=O)C(=O)NCC(c2ccco2)N(C)C)c(OC)c1 (stereo not given),i,0.072,95
Nc1c(C(=O)NCc2ccco2)sc(=S)n1CC1CCCO1 (stereo not given),i,0.13,61
COc1cccc(OCC(=O)NCCN2CCn3cc(OC)c(=O)cc3C2=O)c1,i,0.084,59
Cc1cccc(-c2ccc(/C=C3\C(=O)SC(=S)N3CCCC(=O)O)o2)c1,+,0.7*,91*
N#C/C(=C\N1CCN(c2ccccc2)CC1)C(=O)Nc1ccc(F)cc1,i,0.11,84
Cc1ccc(C(CNC(=O)c2ccc3c(c2)OCO3)N2CCOCC2)cc1 (stereo not given),i,0.024,53
CC(C)=C1SC(=O)N(CC(=O)Nc2ccc(S(N)(=O)=O)cc2)C1=O,i,0.11,65
O=S(=O)(c1ccccc1Cl)N1CCN(Cc2nnnn2-c2ccccc2)CC1,i,0.062,72

# (listing goes on)
SMILES,AMPAR-TARP mod,AMPAR-TARP mod agonism max-min,AMPAR-TARP mod glutamate slope
Nc1ccc(C(=O)CN2C(=O)CSC2=O)cc1,i,0.079&0.038,36&79
Cc1ccc(C(=O)Nc2ccc(SCC(=O)N3CCCC3)nn2)cc1,i,0.033,21
CC(=O)N1CCN(c2ccnc3c2c(=O)n(CC(=O)N2CCCc4ccccc42)c(=O)n3C)CC1,i,0.076,71
CCOc1ccc(-c2ccc(=O)n(CC(=O)N3CCCc4ccccc43)n2)cc1,i,0.024,51
COC(=O)Cn1c(=NC(=O)C2CCCN(S(C)(=O)=O)C2)sc2c(C)cc(C)cc21 (stereo not given),i,0.07,51
COc1ccc(CCC(=O)NCCNC(=O)c2ccc(NC(C)=O)cc2)cc1,i,0.078,52
Cc1nnsc1C(=O)N1CCC(CNC(=O)c2ccco2)CC1,i,0.043,37
O=C(NCCn1ncc2c(N3CCCC3)ncnc21)c1cccs1,i,0.055,66
COc1ccc(C2(CNS(=O)(=O)c3cccnc3)CCCC2)cc1,i,0.17,51
COc1cc(OC)c(NC(=O)CC2=NS(=O)(=O)c3ccccc3N2)cc1Cl,i,0.11,56
COc1ccc(S(=O)(=O)NCC(O)c2cccn2C)c(C)c1 (stereo not given),i,0.11,61
COc1cc(C)c(C)cc1S(=O)(=O)NCCCn1nc(-c2ccc(F)cc2)ccc1=O,i,0.088,72
Cc1nnc(C2CCN(Cc3ccccc3C#N)CC2)s1,i,0.086,57
COCCn1c(=O)c2c(nc3n(-c4ccc(Br)cc4)c(C)cn23)n(C)c1=O,i,0.078,32
CCCOc1cn(-c2ccc(F)cc2)nc1C(=O)N1CCCC1,i,0.08,61
CC(=O)Nc1ccc(NC(=O)c2nnn(-c3cccc(Cl)c3)c2C)cc1,i,0.074&0.037,44&98
CCCNC(=O)CSc1nnc2c(=O)n(Cc3ccc(F)cc3)ccn12,i,0.032,52
COc1ccc(NC(=O)CSc2nc(=O)n(CCCO)c3c2CCC3)cc1,i,0.047,54
CCCS(=O)(=O)N1CCN=C1SCc1ccccc1Cl,i,0.08,57
Cc1ccc(NC(=O)c2n[nH]nc2Nc2cccc(F)c2)cc1C,i,0.11,54
CCN1CCCC1CNc1nc(=S)[nH]c2ccccc12 (stereo not given),i,0.068,83
O=C(NCc1cccs1)Nc1ccc(N2CCCS2(=O)=O)cc1,i,0.11,61
Cn1c(C(F)(F)F)nn(CCNC(=O)Cc2cccs2)c1=O,i,0.099,63
CCOc1ccccc1OCC(=O)Nc1c(C)cc(C)cc1C,i,0.044,74
COc1cc(CN2CCN(c3nccn3C)CC2)cc(OC)c1,i,0.044,28

# Other compounds:
SMILES,AMPAR-TARP mod,AMPAR-TARP mod agonism max-min,AMPAR-TARP mod glutamate slope
CCn1cc(-c2nnc(SCC(=O)c3ccccc3)n2C)ccc1=O,i,0.091,44
OC(CNC1CCCC1)COCC12CC3CC(CC(C3)C1)C2 (stereo not given),i,0.082,71
Cc1cccc(OCC(=O)Nc2cc(C)nn2-c2nc3c(cnn3-c3cccc(C)c3)c(=O)[nH]2)c1,i,0.1,59
O=C(COc1ccc(Cl)cc1Cl)NCc1ccsc1,i,0.11,46
Cc1ccc2nc(N(CCN3CCOCC3)C(=O)c3ccc(C#N)cc3)sc2c1,i,0.023,44
CCc1ccccc1NC(=O)c1ccc(S(=O)(=O)N2CC(C)CC(C)C2)cc1 (stereo not given),i,0.071,47
CCOC(=O)N1CCc2c(sc(NC(=O)CCCS(=O)(=O)c3ccc(OC)cc3)c2C(N)=O)C1,i,0.082,44
O=C(NCC1CCN(C(=O)COc2ccccc2)CC1)C(=O)Nc1ccon1,i,0.11,58
O=C(Nc1nc(CC(=O)N2CCc3ccccc32)cs1)NC1CCCC1,i,0.032,57
COc1ccc([N+](=O)[O-])cc1NC(=O)c1ccno1,i,0.13,32
COc1ccc(N2C(=O)CN(CCc3ccccc3OC)C3CS(=O)(=O)CC32)cc1 (stereo not given),i,0.091,59
COc1ccc(N2C(=O)CCS2(=O)=O)cc1S(=O)(=O)N1CCOCC1,i,0.089,65
O=C(CSc1ncc(S(=O)(=O)c2cccc(Cl)c2)c(=O)[nH]1)Nc1ccc2c(c1)OCO2,i,0.09,50
CCOc1cn(-c2ccc(F)cc2)nc1C(=O)NCCc1ccc(F)cc1,i,0.056,65
O=C(Cc1cc(-c2cc3ccccc3o2)on1)Nc1nccs1,i,0.066,49
CC1CCc2c(sc(N)c2C(=O)NC2CCS(=O)(=O)C2)C1 (stereo not given),i,0.037,49
O=C(NCCC1=CCCCC1)C(=O)NCCC(c1ccccc1)c1ccccc1,i,0.074,68
COc1ccc(NC(=O)c2ccc(CNS(=O)(=O)c3cccc(OC)c3)cc2)cc1,i,0.063,45
COc1cccc(NC(=O)C(=O)c2cn(CC(=O)N3CCOCC3)c3ccccc23)c1,i,0.092,56
CCOC(=O)C1=C(C)N=c2s/c(=C/c3cnn(C)c3)c(=O)n2C1c1ccccc1 (stereo not given),i,0.14,77
COc1ccccc1NC(=O)N1CCC(CNS(=O)(=O)c2cc(C)ccc2C)CC1,i,0.07,44
CCc1ccc(-c2ccc(=O)n(CC(=O)Nc3ccc4c(c3)OCCO4)n2)cc1,i,0.042,50
CCc1ccc(N2CCCn3c2nc2c3c(=O)[nH]c(=O)n2C)cc1,i,0.086,27
Cc1ccc(C)c(N2CC(c3nc(-c4ccc5c(c4)OCO5)no3)CC2=O)c1 (stereo not given),i,0.053,75
O=C(COc1ccc(Cl)cc1)N1CCC(c2nnc(-c3ccc(F)cc3)o2)CC1,i,0.11,56

# Next section
SMILES,AMPAR-TARP mod,AMPAR-TARP mod agonism max-min,AMPAR-TARP mod glutamate slope
COc1ccc(C)cc1NC(=O)C(=O)NCCC(c1ccccc1)c1ccccc1,i,0.081,69
Cn1c(=O)c2c(nc(NCCN3CCOCC3)n2CC(O)COc2ccccc2)n(C)c1=O (stereo not given),i,0.15,53
CCOc1ccc(Cl)cc1S(=O)(=O)N1CC(C)OC(C)C1 (stereo not given),i,0.067,45
O=C(NCC(c1cccs1)N1CCOCC1)C1CCCCC1 (stereo not given),+,0.045*,41*
CCOC(=O)c1ccc(Nc2ncnc3c2nnn3C)cc1,i,0.082,56
COc1cc(Cl)c(C)cc1NC(=O)CCc1sc(C)nc1-c1cccs1,i,0.095,54
O=c1c2nccnc2n(Cc2ccccc2Cl)c(=O)n1Cc1ccc(F)cc1,i,0.17,59
COC(=O)Nc1ccc2c(c1)CCCN2C(=O)c1cccs1,i,0.027,44
Cc1ccc(-n2ncc3c(=O)n(NC(=O)C4(c5ccc(Cl)cc5)CCCC4)cnc32)cc1,i,0.11,61
COc1ccc(S(=O)(=O)N2CCC(C(=O)Nc3ccc4c(c3)OCO4)CC2)cc1,i,0.11,51
CC(C)S(=O)(=O)c1ccc(C(=O)Nc2ccc3c(c2)C(=O)N(C)C3=O)cc1,i,0.13,57
CS(=O)(=O)c1ccccc1NC(=O)CS(=O)(=O)Cc1ccccc1,i,0.095,45
CN1CCN(NC(=O)C(=O)NC2CC2)CC1,i,0.088,46
O=C(Cn1nc(-c2ccc(Cl)cc2)c2ccccc2c1=O)N1CCCC1,i,0.031,48
COc1ccc(S(=O)(=O)Nc2ccc3c(c2)N(C(=O)c2cccs2)CC3)cc1F,i,0.078,46
O=C(NCCN1CCN(c2ccc(Cl)cc2)CC1)C1(c2ccccc2)CCOCC1,i,0.13,71
CCCOc1cn(-c2ccc(F)cc2)nc1C(=O)NCCc1ccccc1,i,0.049,59
COc1ccc2nc(-c3ccc(NS(=O)(=O)c4cccs4)cc3)cn2n1,i,0.13,53
O=C(Nc1nncs1)c1ccc(S(=O)(=O)NC2CC2)cc1,i,0.1,64
CCCOc1ccc(C2C(C(=O)c3ccco3)=C(O)C(=O)N2CCCN(C)C)cc1OC (stereo not given),i,0.11,55
COC(=O)COc1ccc2c(=O)c(-c3ccc(Cl)cc3)c(C(F)(F)F)oc2c1,i,0.086,42
Cc1ccc(C)c(N2CCN(C(=O)CCc3nnc4n(Cc5ccc(F)cc5)c(=O)c5ccccc5n34)CC2)c1,i,0.11,62
CCOCCCNC(=O)C(=O)Nc1ccccc1SC,i,0.15,57
O=c1cc(-c2ccc(F)cc2)ncn1Cc1ccc(Cl)cc1Cl,i,0.15,48
O=C(CCn1ccc(=O)[nH]c1=O)N1CCN(c2ccc(-c3cccs3)nn2)CC1,i,0.033,31

# Whole records, looked up by structure. Screens in order: AMPAR-TARP mod, AMPAR-TARP mod agonism max-min, AMPAR-TARP mod glutamate slope
# `CCOc1cn(-c2ccc(F)cc2)nc1C(=O)NCCc1ccc(F)cc1` in the list: i, 0.056, 65
# `Nc1c(C(=O)NCc2ccco2)sc(=S)n1CC1CCCO1` (stereo not given) in the list: i, 0.13, 61

# The list goes on:
SMILES,AMPAR-TARP mod,AMPAR-TARP mod agonism max-min,AMPAR-TARP mod glutamate slope
Brc1ccc(CN2CC(c3nc(-c4ncccn4)no3)C2)o1,i,0.14,40
O=C(CCCc1ccccc1)N1CCC2(CC1)NC(=O)N(CCOc1ccccc1)C2=O,i,0.058,36
COc1cccc(C(=O)Nc2ccc3c(c2)CCCN3S(C)(=O)=O)c1OC,i,0.067,54
O=C(Nc1nc(CCC(=O)N2CCn3c2nc2ccccc23)cs1)c1ccc(F)cc1,i,0.097,61
Cn1nccc1C1=NN(S(C)(=O)=O)C(c2ccc3nccnc3c2)C1 (stereo not given),i,0.15,38
CCCC(=O)Nc1ccccc1NC(=O)Cc1ccc(Cl)cc1,i,0.068,-2
CC(C)Cn1c(=O)oc2ccc(Cl)cc21,i,0.074&0.02,37&95
CC1CCC(C(=O)NC(C(=O)N2CCN(c3ccccn3)CC2)C(C)C)CC1 (stereo not given),i,0.036,53
COCC(C)NC(=O)C(=O)Nc1ccccc1SC (stereo not given),i,0.089,65
O=S(=O)(NC1(c2nc(-c3ccsc3)no2)CCCCC1)c1ccccc1,+,0.13*,36*

# Molecules shown so far containing a thiophene ring, fused or not, in the order listed:
SMILES,AMPAR-TARP mod,AMPAR-TARP mod agonism max-min,AMPAR-TARP mod glutamate slope
O=C(NCCn1ncc2c(N3CCCC3)ncnc21)c1cccs1,i,0.055,66
O=C(NCc1cccs1)Nc1ccc(N2CCCS2(=O)=O)cc1,i,0.11,61
Cn1c(C(F)(F)F)nn(CCNC(=O)Cc2cccs2)c1=O,i,0.099,63
O=C(COc1ccc(Cl)cc1Cl)NCc1ccsc1,i,0.11,46
CCOC(=O)N1CCc2c(sc(NC(=O)CCCS(=O)(=O)c3ccc(OC)cc3)c2C(N)=O)C1,i,0.082,44
CC1CCc2c(sc(N)c2C(=O)NC2CCS(=O)(=O)C2)C1 (stereo not given),i,0.037,49
O=C(NCC(c1cccs1)N1CCOCC1)C1CCCCC1 (stereo not given),+,0.045*,41*
COc1cc(Cl)c(C)cc1NC(=O)CCc1sc(C)nc1-c1cccs1,i,0.095,54
COC(=O)Nc1ccc2c(c1)CCCN2C(=O)c1cccs1,i,0.027,44
COc1ccc(S(=O)(=O)Nc2ccc3c(c2)N(C(=O)c2cccs2)CC3)cc1F,i,0.078,46
COc1ccc2nc(-c3ccc(NS(=O)(=O)c4cccs4)cc3)cn2n1,i,0.13,53
O=C(CCn1ccc(=O)[nH]c1=O)N1CCN(c2ccc(-c3cccs3)nn2)CC1,i,0.033,31
O=S(=O)(NC1(c2nc(-c3ccsc3)no2)CCCCC1)c1ccccc1,+,0.13*,36*

# Source: PubChem BioAssay
